# Screens as filed in PubChem.
# HTT ATP protect = protects HTT-Q103 PC12 cells, measured by ATP | Potency, µM (top dose mostly 56.4 µM), without a hit: cytoprotection (ATP increase), actives largely listed as activators | PC12 HTT-Q103 induced, cytoprotection, ATP luminescence, 40 h | 230,000 compounds, 0.14% hits;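 note: potency is the fitted concentration of half-maximal effect; % of control where 0% means no effect; nearly all actives have a fitted effect of over 45% in size; toxic huntingtin expression switched on by the ecdysone agonist tebufenozide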
#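 Compounds added alongside 100 nM tebufenozide, which induces toxic Q103 huntingtin exon 1-GFP in stable PC12 cells; surviving cells quantified by luminescent ATP measurement. Medium: phenol red-free DMEM, 5% equine and 5% calf serum.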
# GAA glycogen = inhibitors or activators of human alpha-glucosidase glycogen cleavage; recombinant GAA, glycogen substrate, Amplex Red glucose oxidase fluorescence; P10253; 300,000 compounds, 0.38% hits; Potency, µM (doses to about 76.4 µM), for inactives: at the top dose activity change, negative = inhibition, actives largely listed as inhibitors;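 note: potency is the fitted concentration of half-maximal effect; 0% = full enzyme reaction and -100% = no-enzyme basal signal; the screen sought inhibitors and activators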
#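 qHTS, 1536-well; enzyme 4 nM final; cpd up to 77 uM; substrate bovine liver glycogen 30 ug; 50 mM citrate/phosphate pH 5.0, 0.01% Tween-20; 37 C, 40 min; Amplex Red detection 45 min RT; Hill fit → AC50.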
# GAA inh = inhibitors of human lysosomal alpha-glucosidase; 200,000 compounds, 0.005% hits; purified human GAA, 4-MU-alpha-glucoside fluorescence; Potency, µM (titrated, usually from 76.9 µM), for the others: at the top dose activity change, negative = inhibition, actives largely listed as inhibitors;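 note: potency is the fitted concentration of half-maximal effect; plate controls were uninhibited enzyme wells for no effect and no-enzyme background for full effect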
#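 Endpoint fluorogenic read: 20 min room-temperature reaction of 4 nM human alpha-glucosidase with 400 uM 4-methylumbelliferyl-alpha-D-pyranoside, pH 5.0, quenched with 1M NaOH/1M glycine pH 10. AC50 from Hill modeling.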
# HttQ103 aggreg = reduces HttQ103-GFP aggregates in PC12 cells. 220,000 compounds, 1.1% hits. PC12 HttQ103-GFP aggregates, Acumen cytometry, 40 h. Potency, µM (doses to about 46.1 µM), inactives show at the top dose activity change, negative = inhibition, most hits filed as inhibitors. AID 1688; note: potency is the fitted concentration of half-maximal effect; % is set by controls: 0 for no effect and ±100 for the full control effect; nearly all actives have a fitted effect of over 60% in size
#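 Aggregates are detected as GFP objects 1–25 µm with signal 6 STDEV over background in lysates of induced PC12 cells. These carry Huntingtin exon 1 with 103 glutamines fused to GFP under an ecdysone promoter; compounds titrated.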
# CBFb RUNX1 block = CBF-beta/RUNX1 interaction disruption; AlphaScreen CBFb-His/RUNX1-biotin binding, biochemical; Potency, µM (doses to about 59.8 µM), inactives show at the top dose activity, negative = inhibition, usual class: inhibitors; 230,000 tested, under 10 active; AID 1477; note: % of control where 0% means no effect
# Target sequence (Q01196 whole entry, looked up): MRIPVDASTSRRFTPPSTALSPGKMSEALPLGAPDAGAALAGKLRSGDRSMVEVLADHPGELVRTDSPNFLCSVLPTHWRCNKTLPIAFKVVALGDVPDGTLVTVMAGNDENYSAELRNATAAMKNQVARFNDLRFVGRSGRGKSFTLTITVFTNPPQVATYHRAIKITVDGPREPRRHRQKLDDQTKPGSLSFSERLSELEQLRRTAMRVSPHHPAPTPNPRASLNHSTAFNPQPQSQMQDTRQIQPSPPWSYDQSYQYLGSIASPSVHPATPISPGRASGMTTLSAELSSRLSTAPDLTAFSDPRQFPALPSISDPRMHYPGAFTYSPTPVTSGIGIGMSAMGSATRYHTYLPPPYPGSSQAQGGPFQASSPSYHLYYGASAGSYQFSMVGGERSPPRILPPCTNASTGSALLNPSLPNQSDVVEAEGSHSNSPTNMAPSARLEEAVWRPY
# Target sequence (Q13951 whole entry, looked up): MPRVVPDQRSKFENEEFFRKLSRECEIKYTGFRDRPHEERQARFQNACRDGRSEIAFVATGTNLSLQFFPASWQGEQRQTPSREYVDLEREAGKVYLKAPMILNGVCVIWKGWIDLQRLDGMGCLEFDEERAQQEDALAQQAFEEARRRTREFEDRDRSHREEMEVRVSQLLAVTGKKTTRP
#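 Proteins preincubated together for 20 min at RT before compound addition; 15 min later, nickel and streptavidin beads were added and left 90 min prior to AlphaScreen measurement.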
# GAA spleen mod = inhibits or activates alpha-glucosidase in human spleen homogenate; Potency, µM (highest dose often 79.9 µM), inactives show at the top dose activity change, negative = inhibition, most hits filed as inhibitors; AID 2112; 240,000 compounds, 0.006% hits; human spleen homogenate, 4-MU-alpha-glucoside fluorescence; P10253;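 note: potency is the fitted concentration of half-maximal effect; 0% = enzyme with vehicle and -100% = no enzyme basal signal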
#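 Enzyme source: human spleen homogenate, 1 ug/well. Buffer 50 mM citric acid/K phosphate pH 5.0, 0.01% Tween-20. 4-MU-alpha-glucoside 1 mM; 37 C x 40 min; NaOH/glycine stop; fluorescence.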
# LMNA splice mod = LMNA splicing modulation; Potency, µM (series often up to 46.1 µM), without a hit: at the highest dose ratio change, negative = inhibition, usual class: inhibitors; HeLa LMNA splicing GFP/RFP minigene ratio, 48 h; 200,000 compounds, 0.01% hits; AID 1487; active = well fitted inhibition curve with a large enough effect in the signal ratio, with a control signal flat, not every such curve was filed as active; inconclusive = small, poorly fitted or top-dose-only effect, or effect the other way, or a change in a side signal; the % refers to the signal ratio; note: potency is the fitted concentration of half-maximal effect; % is set by controls: 0 for no effect and ±100 for the full control effect
#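 S3 HeLa stable clones carrying a lamin A-EGFP splicing minigene plus DsRed2 were seeded at 600 cells/well in Opti-MEM with 2% FBS, pin-dosed and incubated 48 h at 37°C. Acumen cytometry (488 nm) gave the GFP/RFP total-intensity ratio.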
# Active calls of the source: *; ? = inconclusive; . = no result given; [ ] = dose if it differs, or a comment. Unless noted, calls come from the whole dose curve; as a rule, active = well fitted curve in the direction sought with a large enough effect; inconclusive = small, poorly fitted or top-dose-only effect, or another doubt; inactive = no such curve, though single readings can be large; an effect the other way counts as inactive or inconclusive.
1. Cn1cccc1CNC1CCCCC1
2. Cn1c(SC(C(=O)Nc2ccc(F)cc2)c2ccccc2)nc2ccccc21 (stereo not drawn)
3. O=C(N/N=C/c1cc([N+](=O)[O-])ccc1N1CCCCCC1)c1ccccn1
4. Cc1ccc2c(c1)c(C1=NC(=S)NC1=O)c(O)n2C
5. C=CCN(CC=C)CCOc1ccc(OC(C)C)cc1
6. Cc1cccc(C(=O)Nc2scc(CC(C)C)c2C(=O)O)c1
7. CCOc1ccc(NC(=O)C2CCN(S(=O)(=O)c3cccnc3)CC2)cc1
8. CC(C)=CCCC(C)CN1CCC(N2CCC(C(=O)N3CCCC3)CC2)CC1 (stereo not drawn)

assay / entry	1	2	3	4	5	6	7	8
HTT ATP protect	10%	-31%[10 µM]	-17%	7%	.	42%[10 µM]	-1%	12%[10 µM]
GAA glycogen	1%	-3%	-8%	5%	3%	-1%	2%	-2%
GAA inh	0%	-1%	?	-1%	-4%	-7%	-3%	-8%
HttQ103 aggreg	1%	-17%	7%	-6%	11%	-3%	16%[9.22 µM]	15%[9.22 µM]
CBFb RUNX1 block	4%	4%	-16%	0%	12%	3%	0%	11%
GAA spleen mod	2%	0%	-8%	-3%	2%	-5%	-10%	-6%
LMNA splice mod	2%	-13%	.	.	9%[46 µM]	?	13%	?

# Arranged by value in HttQ103 aggreg (smallest number first): 5 of the compounds above.
cpd | smiles | HttQ103 aggreg
4 | Cc1ccc2c(c1)c(C1=NC(=S)NC1=O)c(O)n2C | -6%
6 | Cc1cccc(C(=O)Nc2scc(CC(C)C)c2C(=O)O)c1 | -3%
1 | Cn1cccc1CNC1CCCCC1 | 1%
3 | O=C(N/N=C/c1cc([N+](=O)[O-])ccc1N1CCCCCC1)c1ccccn1 | 7%
5 | C=CCN(CC=C)CCOc1ccc(OC(C)C)cc1 | 11%

# Next section
9. Cc1cc(C(=O)COC(=O)c2ccc3c(c2)NC(=O)CS3)c(C)n1CC1CCCO1 (stereo not drawn)
10. O=S(=O)(c1cccc2nsnc12)N1CCOCC1
11. O=C(COC(=O)c1cc[n+]([O-])cc1)Nc1ccc(Cl)cc1[N+](=O)[O-]
12. COc1ccc(S(=O)(=O)Nc2ccccc2-c2nnn(CC(=O)Nc3ccccc3OC)n2)cc1
13. O=C(CSc1ncnc2ccccc12)NCCCO
14. NC(=O)c1c(NC(=O)CSc2nnc(-c3ccccc3)n2CC2CCCO2)sc2c1CCC2 (stereo not drawn)
15. O=P1(O)C=C(c2ccccc2)NC(c2ccccc2)=C1
16. Cn1c(=O)c2c(ncn2CC(=O)N2CCN(c3ccc(F)cc3)CC2)n(C)c1=O

assay / entry	9	10	11	12	13	14	15	16
HTT ATP protect	.	1%	1%[10 µM]	7%[10 µM]	2%[1.9 µM]	-6%[10 µM]	4%[10 µM]	14%[0.074 µM]
GAA glycogen	-4%	-10%	2%	-6%	-1%	-5%	4%	-6%
GAA inh	-6%	-4%	-4%	3%	-8%	-6%	5%	-7%
HttQ103 aggreg	?	7%	-5%	7%	?	-11%	-9%	-8%
CBFb RUNX1 block	-11%	-3%	5%	-8%	-2%	9%	1%	3%
GAA spleen mod	-16%	2%	-6%	-9%	3%	-14%	6%	-3%
LMNA splice mod	?	6%	?	?	-6%	-6%	3%	9%

17. CCOC(=O)C1CCN(C(=O)N(CC)CC)CC1
18. CC1(C)Cc2c(C#N)c(NCCc3ccccc3)nc(-c3ccco3)c2CO1
19. CC(C)C1CCC(C(=O)N[C@H](Cc2ccccc2)C(=O)O)CC1 (stereo partly drawn)
20. CCOC(=O)n1c(=O)n(Cc2cccc(C)c2)c2ccccc21
21. Cc1c(C(=O)Nc2ccc(Cl)cc2)c2ccccn2c1CCc1ccncc1
22. CN(C[C@H](Cc1ccccc1)N(C[C@@H](CC1CCCCC1)N(CCc1ccccc1)N=O)N=O)N=O
23. Cc1nc2ncnn2c(C)c1CCC(=O)NC(C)c1ccc2c(c1)OCCO2 (stereo not drawn)
24. CC(Nc1ccccc1)c1ccncc1 (stereo not drawn)

assay / entry	17	18	19	20	21	22	23	24
HTT ATP protect	-21%	16%	.	-18%	-8%[10 µM]	14%[10 µM]	15%	-5%[10 µM]
GAA glycogen	5%	5%	6%	-8%	7%	-4%	-6%	12%
GAA inh	6%	?	-4%[15.4 µM]	-5%	8%	.	7%	?
HttQ103 aggreg	4%	9%	.	-3%	?	7%[9.22 µM]	-3%	1%[9.22 µM]
CBFb RUNX1 block	-2%	19%	3%	3%	2%	-4%	3%	3%
GAA spleen mod	-4%	2%	-3%	-10%	-7%	-7%	-14%	-2%
LMNA splice mod	-14%[46 µM]	?	.	-2%[46 µM]	?	.	9%	-4%[46 µM]

# Just GAA glycogen, for some of the entries so far:
nr	SMILES	GAA glycogen
22	CN(C[C@H](Cc1ccccc1)N(C[C@@H](CC1CCCCC1)N(CCc1ccccc1)N=O)N=O)N=O	-4%
23	Cc1nc2ncnn2c(C)c1CCC(=O)NC(C)c1ccc2c(c1)OCCO2 (stereo not drawn)	-6%

# Later entries
25. CCn1c(SCC(=O)N/N=C/C=C/c2ccccc2[N+](=O)[O-])nnc1-c1ccccc1
26. Cc1cccc(Nc2nc(N)nc(CC(=O)CSc3ccc(Cl)cc3)n2)c1
27. COc1ccc(CCNC(=O)c2oc3ccc(S(=O)(=O)N4CCOCC4)cc3c2C)cc1OC
28. Cc1cccc2c1NC(C)CC2C (stereo not drawn)
29. CCOC(=O)Cn1c(=O)n(Cc2ccco2)c(=O)c2ccc(C(=O)NC3CCCC3)cc21
30. Cc1ccc(N2CCN(C3=NC(=O)C(Cc4ccccc4)S3)CC2)cc1 (stereo not drawn)
31. O=C(NCC1COc2ccccc2O1)c1c[nH]c2ccc(S(=O)(=O)N3CCOCC3)cc2c1=O (stereo not drawn)
32. CC(=O)Nc1ccc(CN2CCN(CCc3ccccc3)C(CCO)C2)cc1 (stereo not drawn)

assay / entry	25	26	27	28	29	30	31	32
HTT ATP protect	12%[10 µM]	.	-34%	-9%	-18%	?	-4%	-24%
GAA glycogen	10%	3%	-17%	-6%	-7%	10%	-1%	-11%
GAA inh	6%	2%	-13%	-1%	-1%	-5%	1%	-15%
HttQ103 aggreg	10%	-11%	4%	-23%	-6%	10%	-6%	-9%
CBFb RUNX1 block	-4%	11%	-2%	-5%	1%	-8%	9%	5%
GAA spleen mod	-8%	-15%	-7%	2%	2%	-9%	-6%	-1%
LMNA splice mod	-12%	-7%	-2%	6%	2%	?	0%	.

# Whole records, quoted from the list.
# Record of CC(=O)Nc1ccc(CN2CCN(CCc3ccccc3)C(CCO)C2)cc1 (stereo not drawn) : HTT ATP protect = -24%; GAA glycogen = -11%; GAA inh = -15%; HttQ103 aggreg = -9%; CBFb RUNX1 block = 5%; GAA spleen mod = -1%; LMNA splice mod = .
# Record of COc1ccc(CCNC(=O)c2oc3ccc(S(=O)(=O)N4CCOCC4)cc3c2C)cc1OC : HTT ATP protect = -34%; GAA glycogen = -17%; GAA inh = -13%; HttQ103 aggreg = 4%; CBFb RUNX1 block = -2%; GAA spleen mod = -7%; LMNA splice mod = -2%

# Further entries follow.
33. CN(Cc1ccon1)Cc1cn(C)nc1-c1ccc(Oc2ccccc2)cc1
34. CC(C)C(NS(=O)(=O)c1cccs1)C(=O)NCc1ccccc1Cl (stereo not drawn)
35. COc1ccc(-c2nnc(SCC(=O)Nc3cc(F)ccc3C)o2)cc1
36. CSc1nnc(C2CCCN2)n1C (stereo not drawn)
37. O=C(CN1C(=O)C2C3C=CC(C3)C2C1=O)NC1CCCc2ccccc21 (stereo not drawn)
38. CC(C)=CCC1(CC=C(C)C)C(=O)C(C(=O)c2ccccc2)=C2OC(C)(C)CCC2(CC=C(C)C)C1=O (stereo not drawn)
39. Cc1cc(NS(=O)(=O)c2ccc(NC(=S)Nc3ccc(Cl)cc3C)cc2)no1
40. COc1ccc(Cl)cc1NC(=O)NCCN1CCCCC1

assay / entry	33	34	35	36	37	38	39	40
HTT ATP protect	-4%[10 µM]	-32%[inhibitor]	-15%	9%[10 µM]	6%	-9%[10 µM]	13%[10 µM]	.
GAA glycogen	-2%	7%	5%	-5%	4%	.	2%	5%
GAA inh	.	7%	-14%	9%	-2%	.	.	?
HttQ103 aggreg	5%[9.22 µM]	17%	0%	10%	23%	.	8%[9.22 µM]	-7%
CBFb RUNX1 block	4%	-5%	-1%	-3%	9%	17%[13.1 µM]	3%	8%
GAA spleen mod	-4%	2%	-4%	6%	-9%	0%[17.4 µM]	-1%	-6%
LMNA splice mod	.	.	-8%	-2%	2%	.	.	-8%[46 µM]

# Next section
# Values run as follows: HTT ATP protect	GAA glycogen	GAA inh	HttQ103 aggreg	CBFb RUNX1 block	GAA spleen mod	LMNA splice mod
41) COc1ccccc1/C=C\C(=O)OC[C@@H]1CCCN2CCCC[C@H]12
  8%	.	.	.	-5%	9%	.
42) CCOC(=O)CNC(=O)C1(c2ccccc2)CCCC1
  10%	7%	-5%	4%	9%	-1%	-2%
43) CC(C)C[C@@H](CN(C)N=O)N(C[C@H](Cc1ccccc1)N(CCc1ccccc1)N=O)N=O
  14%[10 µM]	3%	.	5%[9.22 µM]	7%	8%	.
44) CCN(CC)CCC(=O)c1ccc(F)cc1
  -3%[10 µM]	6%	-20%	-9%[9.22 µM]	-3%	3%	.
45) CNC(=O)CC(C(=O)O)c1ccc(OC(C)C)cc1 (stereo not drawn)
  11%[10 µM]	-11%	-20%	12%	-10%	-1%	5%
46) C1=C(c2ccccc2)CCN(c2ncnc3nc[nH]c23)C1
  -8%	9%	?	-16%	1%	1%	-8%
47) Cc1ccc(NC(=S)N2CCN(S(=O)(=O)c3c(F)cccc3F)CC2)cc1C
  17%	-1%	0%	-3%	5%	-3%	-23%[46 µM]
48) CCOC(=O)c1cnc2c(-c3ccc(Cl)cc3)c(C)nn2c1N
  -13%[1.9 µM]	1%	11%	-27%	8%	1%	7%
49) C=C(C)COc1ccc(-c2[nH]ncc2-c2ccc(Br)cc2)c(O)c1
  .	-6%	-6%	.	-8%	-3%	?
50) CCOC(=O)C1=C(CN2CCC(C)CC2)NC(=O)NC1c1ccc(Cl)cc1 (stereo not drawn)
  14%	-6%	-12%	-27%	10%	-11%	1%
51) O=C(Nc1ccc(-c2csc(Nc3ccc(Cl)cc3)n2)cc1)c1cc([N+](=O)[O-])cc(C(F)(F)F)c1
  20%[10 µM]	-6%	.	5%[9.22 µM]	7%	3%	.
52) O=C(Oc1ccc(/C=N/NC(=O)c2ccccc2O)cc1)c1ccccc1
  -7%	1%	-14%	-18%	-12%	-11%	1%
